High-throughput results as filed in PubChem BioAssay.
LDHA inh – qHTS assay for inhibitors of human lactate dehydrogenase | L-lactate dehydrogenase A chain (Homo sapiens), P00338 | actives 0.15% (n = 480,000) | purified LDHA, NADH/diaphorase-resazurin fluorescence; stronger effect = lower value | activity change, % (values are at about 110 or 230 µM); in the data active means activity change below about -30%; inconclusive means mostly about -25% to -30%;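 further: plate controls were DMSO wells for no effect and wells without enzyme for full effect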
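Human LDH5 at 2 nM final in Tris HCl pH 7.4 with 0.06 mM NADH and 0.2 mM pyruvate, reacted 5 minutes at room temperature. Remaining NADH coupled via diaphorase/resazurin; resorufin fluorescence read at 0 and 20 minutes, normalized to enzyme-free and DMSO wells.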
ALOX12 inh – Primary qHTS assay for inhibitors of human arachidonate 12S-lipoxygenase (ALOX12): Round 2 | Polyunsaturated fatty acid lipoxygenase ALOX12 (Homo sapiens), P18054 | purified 12hLO, xylenol orange hydroperoxide absorbance | Potency, µM (top dose mostly 108 µM), inactives show at the highest dose activity change, negative = inhibition, most hits filed as inhibitors | actives 1.1% (n = 580,000) | AID 1671190, 2021; active means well fitted inhibition curve with a large enough effect; inconclusive means small, poorly fitted or top-dose-only effect, or another doubt; inactive means no such curve, though single readings can be large or run the other way; further: potency means the concentration at half of the fitted maximal effect
Target sequence (P18054 whole entry, looked up): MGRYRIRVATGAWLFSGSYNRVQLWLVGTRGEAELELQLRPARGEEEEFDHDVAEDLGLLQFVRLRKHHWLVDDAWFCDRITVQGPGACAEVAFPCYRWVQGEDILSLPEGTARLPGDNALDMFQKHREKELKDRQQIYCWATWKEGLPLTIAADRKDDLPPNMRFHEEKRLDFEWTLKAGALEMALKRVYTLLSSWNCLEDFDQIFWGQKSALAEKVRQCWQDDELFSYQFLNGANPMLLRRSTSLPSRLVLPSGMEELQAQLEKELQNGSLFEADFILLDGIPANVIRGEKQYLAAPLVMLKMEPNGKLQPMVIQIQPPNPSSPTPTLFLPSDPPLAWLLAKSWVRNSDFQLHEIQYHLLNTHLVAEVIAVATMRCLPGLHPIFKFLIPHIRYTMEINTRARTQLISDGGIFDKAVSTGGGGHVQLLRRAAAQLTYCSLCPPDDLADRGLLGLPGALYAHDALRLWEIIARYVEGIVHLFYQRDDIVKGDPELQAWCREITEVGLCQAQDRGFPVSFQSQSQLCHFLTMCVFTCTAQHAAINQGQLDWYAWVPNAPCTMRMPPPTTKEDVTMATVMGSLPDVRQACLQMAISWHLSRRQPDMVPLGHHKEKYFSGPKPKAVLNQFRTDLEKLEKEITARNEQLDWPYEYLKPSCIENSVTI
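Hydroperoxide product was detected by ferrous iron/xylenol orange as the 573 to 405 nm absorbance ratio. Arachidonic acid at 40 uM (final) was turned over for 30 min at room temperature by 150 nM human 12hLO, pH 7.0 Hepes buffer, after 15 min compound preincubation.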
An asterisk follows results filed as active; & = joins results of further samples; [ ] = remark or other dose. Unless noted, on the % scale 0 is the no-effect control and ±100 the full control effect. A portion of the library, so the mix of outcomes need not match the whole.

The opening six records (preview)
Screening CC(=O)N1CCc2cc(C(=O)C(C)n3nnc(-c4cccc(Cl)c4)n3)ccc21 (stereo unspecified) returned LDHA inh 7 and ALOX12 inh -9%.
`CCOC(=O)c1sc(NC(=O)c2cccc(S(=O)(=O)N3CCCCC3C)c2)cc1C` (stereo unspecified) gave LDHA inh 11 and ALOX12 inh -16%.
`CCN(CC)S(=O)(=O)c1ccc(NC(=O)Cc2nn(C)c(=O)c3ccccc23)cc1` gave LDHA inh -10 and ALOX12 inh inconclusive.
`CCOC1=C2CN(S(=O)(=O)c3ccc(C)cc3)C(c3ccc(CC)cc3)CC2N(S(=O)(=O)c2ccc(C)cc2)C(c2ccc(CC)cc2)C1` (stereo unspecified) gave LDHA inh 0 and ALOX12 inh -2%.
`COc1ccccc1-c1c(C)nn2c(NC3CCCC3)cc(C)nc12` gave LDHA inh 6 and ALOX12 inh 10%.
For COCCn1cnnc1SCc1csc(-c2cc(Br)ccc2OC)n1 the results were LDHA inh 7 and ALOX12 inh 16µM*.

Main list, from the first entry:
Screening CC(=O)N1CCc2cc(C(=O)C(C)n3nnc(-c4cccc(Cl)c4)n3)ccc21 (stereo unspecified) returned LDHA inh 7 and ALOX12 inh -9%.
`CCOC(=O)c1sc(NC(=O)c2cccc(S(=O)(=O)N3CCCCC3C)c2)cc1C` (stereo unspecified) gave LDHA inh 11 and ALOX12 inh -16%.
`CCN(CC)S(=O)(=O)c1ccc(NC(=O)Cc2nn(C)c(=O)c3ccccc23)cc1` gave LDHA inh -10 and ALOX12 inh inconclusive.
`CCOC1=C2CN(S(=O)(=O)c3ccc(C)cc3)C(c3ccc(CC)cc3)CC2N(S(=O)(=O)c2ccc(C)cc2)C(c2ccc(CC)cc2)C1` (stereo unspecified) gave LDHA inh 0 and ALOX12 inh -2%.
`COc1ccccc1-c1c(C)nn2c(NC3CCCC3)cc(C)nc12` gave LDHA inh 6 and ALOX12 inh 10%.
For COCCn1cnnc1SCc1csc(-c2cc(Br)ccc2OC)n1 the results were LDHA inh 7 and ALOX12 inh 16µM*.
For CC(=O)Nc1ccc(S(=O)(=O)[C@H]2CS(=O)(=O)C[C@@H]2N2C[C@H](C)C[C@H](C)C2)cc1 the results were LDHA inh 9 and ALOX12 inh -3%.
For COc1ccc(C(=O)N2N=C(c3ccco3)CC2c2ccc3nccnc3c2)cc1 (stereo unspecified) the results were LDHA inh -9 and ALOX12 inh inconclusive.
Screening CC1CCC(C(C)C)C(OC(=O)CSC2=NCCS2)C1 (stereo unspecified) returned LDHA inh 7 and ALOX12 inh -10%.
`CCCN1Cc2cccc(C(=O)Nc3c(Cl)cccc3Cl)c2C1=O` gave LDHA inh -1 and ALOX12 inh -9%.
For CCCCn1nc(C(=O)Nc2ccc(OC(F)F)c(Cl)c2)c2ccccc2c1=O the results were LDHA inh 6 and ALOX12 inh -2%.
For O=C(CSc1nc(Cl)nc2nc[nH]c12)NCCc1ccc(Cl)cc1Cl the results were LDHA inh 20 and ALOX12 inh 14%.
`Cc1c(Cl)cccc1NC(=O)Nc1ccc2c(c1)N(C(=O)c1ccccc1)CC2` gave LDHA inh 0 and ALOX12 inh 5%.
For Cc1nc2cc(NS(=O)(=O)c3cccc(Cl)c3)ccc2o1 the results were LDHA inh 7 and ALOX12 inh inconclusive.
For COc1ccccc1CC(C(=O)Nc1ccccc1F)c1nn[nH]n1 (stereo unspecified) the results were LDHA inh 6 and ALOX12 inh -29%.

Brought forward from above: 2 compounds, then new ones.
For Cc1nc2cc(NS(=O)(=O)c3cccc(Cl)c3)ccc2o1 the results were LDHA inh 7 and ALOX12 inh inconclusive.
For COc1ccccc1CC(C(=O)Nc1ccccc1F)c1nn[nH]n1 (stereo unspecified) the results were LDHA inh 6 and ALOX12 inh -29%.
`CCC(=O)Nc1sc2c(c1C#N)CCC(C(C)(C)C)C2` (stereo unspecified) gave LDHA inh -1 and ALOX12 inh 37%[activator].
For CC(C)(C)Sc1ccc2nn(CC(=O)NCc3ccccc3Cl)c(=O)n2n1 the results were LDHA inh -13 and ALOX12 inh inconclusive.
Screening COc1ccc(NC(=O)c2cnc(SC)nc2C)cc1OC returned LDHA inh -2 and ALOX12 inh 12%.
Screening Cc1cccc2c(C(=O)O)cc(-c3ccccc3)nc12 returned LDHA inh 3 and ALOX12 inh inconclusive.
`N#Cc1ccc(COC(=O)c2ccccc2-c2ccccc2C#N)cc1` gave LDHA inh 12 and ALOX12 inh inconclusive.
For CCc1ccc2oc(C(=O)Nc3cccc4cccnc34)c(C)c2c1 the results were LDHA inh 13 and ALOX12 inh 6%.
COc1ccc(-c2nnc3ccc(Oc4ccc(NC(C)=O)cc4)nn23)cc1 was read as LDHA inh 12 and ALOX12 inh 6%.
Screening Cc1cc(-c2ccc(C)c(S(=O)(=O)Nc3ccccc3F)c2)on1 returned LDHA inh 3 and ALOX12 inh 30%[activator].
Screening CCCC(C)NC(=O)Nc1cc(C(=O)NC)ccc1C (stereo unspecified) returned LDHA inh 1 and ALOX12 inh 32%[activator].
`CCC(Oc1ccccc1F)C(=O)Nc1c(C)cccc1C` (stereo unspecified) gave LDHA inh 6 and ALOX12 inh 14%.
Clc1cccc(Cc2c(-c3ccco3)nc3c4ccccc4ccn23)c1 was read as LDHA inh -4 and ALOX12 inh 10µM*.
For COc1ccc(-c2ccc(=O)n(CC(=O)N3CCC(Cc4ccccc4)CC3)n2)c(F)c1 the results were LDHA inh 1 and ALOX12 inh -29%.
Screening Cc1cc(/C=C/c2nc3ccccc3s2)cc(C)c1O returned LDHA inh -1 and ALOX12 inh inconclusive.
Screening O=C(Nc1cccc(Oc2ccccc2)c1)C1CCCO1 (stereo unspecified) returned LDHA inh 7 and ALOX12 inh 48%[activator].
For O=C(COc1coc(CN2CCSCC2)cc1=O)NCc1ccccc1Cl the results were LDHA inh -6 and ALOX12 inh inconclusive.

At a glance, some entries already given:
Screening Cc1cc(/C=C/c2nc3ccccc3s2)cc(C)c1O returned LDHA inh -1 and ALOX12 inh inconclusive.
Screening O=C(Nc1cccc(Oc2ccccc2)c1)C1CCCO1 (stereo unspecified) returned LDHA inh 7 and ALOX12 inh 48%[activator].
For O=C(COc1coc(CN2CCSCC2)cc1=O)NCc1ccccc1Cl the results were LDHA inh -6 and ALOX12 inh inconclusive.

Continuation:
Screening CC(Oc1cccc(C(C)C)c1)C(N)=O (stereo unspecified) returned LDHA inh 1 and ALOX12 inh -3%.
For CC(Nc1ccc(C(F)(F)F)cc1[N+](=O)[O-])c1ccccn1 (stereo unspecified) the results were LDHA inh -1 and ALOX12 inh 10%.
CC(C)C(NC(=O)c1n[nH]c(=O)c2ccccc12)c1ccc(F)cc1 (stereo unspecified) was read as LDHA inh 4 and ALOX12 inh inconclusive.
COc1ccc(OCC(=O)Nc2ccc3c(c2)nc(CCn2nc(C)cc2C)n3C)cc1 was read as LDHA inh -3 and ALOX12 inh 7%.
`Cc1ccc(CSc2nnc(COc3ccc(Cl)cc3)n2C)cc1` gave LDHA inh -1 and ALOX12 inh inconclusive.
Screening Cc1cc(C)n(-c2nc3ccccc3nc2Nc2ccc(F)cc2F)n1 returned LDHA inh 0 and ALOX12 inh 21%.
For Cc1ccccc1/[N+]([O-])=C\c1cccs1 the results were LDHA inh 1 and ALOX12 inh 76%[activator].
Screening CCc1c(C(=O)NC2CCC(C)CC2)csc1C (stereo unspecified) returned LDHA inh 6 and ALOX12 inh -1%.
For O=C(Nc1ccc2c(c1)OCCCO2)C(Sc1ccccc1)c1ccccc1 (stereo unspecified) the results were LDHA inh -1 and ALOX12 inh -6%.
CCCn1c(=O)[nH]c(=O)c2c1nc(-c1ccc(OCC#N)c(OC)c1)n2CCOC was read as LDHA inh 8 and ALOX12 inh 14%.
For COc1cc(CC(=O)NCc2cccc(C(F)(F)F)c2)cc(OC)c1OC the results were LDHA inh 9 and ALOX12 inh -11%.
`O=C1Nc2ccccc2C(=O)N(C2CCCC2)C1C(=O)NC1CC1` (stereo unspecified) gave LDHA inh -3 and ALOX12 inh -1%.
Screening Cn1ccnc1C(NC(=O)Cc1n[nH]c(=O)c2ccccc12)c1ccccc1 (stereo unspecified) returned LDHA inh 1 and ALOX12 inh 25%.
O=C(/C=C/NCCN(/C=C/C(=O)C(F)(F)F)CCN/C=C/C(=O)C(F)(F)F)C(F)(F)F was read as LDHA inh 2 and ALOX12 inh inconclusive.
For CCOC(=O)Nc1ccc(C(=O)OC)cc1 the results were LDHA inh -2 and ALOX12 inh -9%.
CCc1ccc(C(=O)/C=C/c2ccc([N+](=O)[O-])cc2)cc1 was read as LDHA inh -4 and ALOX12 inh -25%.
Screening COc1cccc(/C=C/c2nc3c(ccc4ccccc43)s2)c1OC returned LDHA inh -10 and ALOX12 inh -5%.
Screening Cc1ccc(S(=O)(=O)[C@H]2CS(=O)(=O)C[C@@H]2N2CCN(c3ncccn3)CC2)cc1 returned LDHA inh 2 and ALOX12 inh -10%.
For O=C(Nc1ccc(Cl)cc1C(F)(F)F)c1cccc(Cl)c1Cl the results were LDHA inh 8 and ALOX12 inh -27%.
`CCCCn1c(CN2CCCCC2CC)nc2c1c(=O)n(C)c(=O)n2C` (stereo unspecified) gave LDHA inh 5 and ALOX12 inh 6%.
Screening CCCC(=O)Nc1ccc(-c2csc(NC(=O)c3ccc4c(c3)nnn4CC)n2)cc1 returned LDHA inh 0 and ALOX12 inh -33%.
Screening CCCCOc1ccc2c(C)c(CC(C)C)c(=O)oc2c1 returned LDHA inh 0 and ALOX12 inh 7%.
Screening O=C(O)c1ccccc1CSc1ccc(Cl)cc1 returned LDHA inh 2 and ALOX12 inh inconclusive.
For CC(C)CNC(=O)NCCn1c(-c2ccc(F)cc2)nc2ccccc21 the results were LDHA inh 5 and ALOX12 inh 10%.
`COc1ccc(Cl)cc1NC(=O)CSC1=C(C#N)C(c2ccc(OC)c(OC)c2)CC(=O)N1` (stereo unspecified) gave LDHA inh 9 and ALOX12 inh 3%.
For O=S1(=O)CC(N2CCSCC2)CN1Cc1cn(Cc2ccc(C(F)(F)F)cc2)nn1 (stereo unspecified) the results were LDHA inh -1 and ALOX12 inh -1%.
Screening CC(C)c1ccc(NC(=O)c2cc(F)c(F)cc2Cl)cc1 returned LDHA inh 0 and ALOX12 inh -1%.
Screening O=C1CC2(C(=O)Nc3ccccc32)c2sc(C(=O)O)c(-c3ccc(Cl)cc3)c2N1 (stereo unspecified) returned LDHA inh 1 and ALOX12 inh -28%.
For CCCCCCOc1ccc(C=O)cc1 the results were LDHA inh 2 and ALOX12 inh 2%.
For Cc1cc(C)c(C#N)c(SCC(F)(F)F)n1 the results were LDHA inh 0 and ALOX12 inh -23%.
`O=C(N/N=C/c1cccs1)c1cc(-c2ccccc2)nc2ccccc12` gave LDHA inh -3 and ALOX12 inh -7%.
Cc1[nH]c2ccccc2c1C(=O)CN1C(=O)NC2(CCOc3ccccc32)C1=O (stereo unspecified) was read as LDHA inh 5 and ALOX12 inh -28%.
For Cc1cc(C(=O)NCc2cccnc2)c2ccccc2n1 the results were LDHA inh 4 and ALOX12 inh inconclusive.
CCCN(CCC)CC(O)CN(c1ccc(OC)cc1)S(=O)(=O)c1ccc(C)cc1 (stereo unspecified) was read as LDHA inh -8 and ALOX12 inh inconclusive.
For CC(C)C(NC(=O)c1ccc(CS(C)(=O)=O)cc1)c1ccc(F)cc1 (stereo unspecified) the results were LDHA inh 4 and ALOX12 inh inconclusive.
For O=C(CCc1ncc(-c2ccc(F)cc2)o1)Nc1cccc(C(=O)NC2CC2)c1 the results were LDHA inh -2 and ALOX12 inh -9%.
CC(C)C(=O)Nc1cccc(NC(=O)C2(c3ccccc3)CCCC2)c1 was read as LDHA inh -8 and ALOX12 inh inconclusive.
`Cc1ccc(Sc2cc(C)c3cccc(C(C)C)c3n2)cc1` gave LDHA inh 1 and ALOX12 inh 20%.
`CCn1nc(C(=O)NCc2ccccc2F)c2ccccc2c1=O` gave LDHA inh 6 and ALOX12 inh 16%.
Screening O=c1cc(CN2CCN(c3ccccc3)CC2)c2cc(Cl)c(O)cc2o1 returned LDHA inh 18&-12 and ALOX12 inh -17%&8%.
Screening COc1ccc(C(=O)c2sc(Nc3cccc(C(F)(F)F)c3)nc2N)cc1OC returned LDHA inh 1 and ALOX12 inh -62%.
`CC1CCN(c2nc3c(c(=O)[nH]c(=O)n3C)n2CC(=O)O)CC1` gave LDHA inh -10 and ALOX12 inh -8%.
For CN(C)CCNC(=O)c1cc2cc(Cl)ccc2[nH]1 the results were LDHA inh -3 and ALOX12 inh inconclusive.
For COc1ccccc1C1C(C(=O)OCc2ccccc2)=C(C)NC2=C1C(=O)CCC2 (stereo unspecified) the results were LDHA inh 3 and ALOX12 inh -22%.
Screening CC(C)(Cc1cc(=O)c2ccccc2[nH]1)C1CCCCC1 returned LDHA inh 1 and ALOX12 inh -22%.
Screening COC[C@H]1CCCN1c1ccc2c(c1)O[C@@H](COCc1ccccc1)CN([C@@H](C)c1ccccc1)S2(=O)=O returned LDHA inh 6 and ALOX12 inh -5%.
`Fc1ccc(Oc2ccc3nnc(-c4ccccc4)n3n2)cc1` gave LDHA inh -7 and ALOX12 inh 2%.
Screening COc1ccccc1C(=O)Nc1ccc2oc(-c3ccccc3)cc(=O)c2c1 returned LDHA inh -8 and ALOX12 inh -1%.
For CCNC(=O)CSc1nnc(-c2ccncc2)n1CC(F)(F)F the results were LDHA inh 1 and ALOX12 inh 7%.
